Screening results deposited in PubChem BioAssay by several laboratories.
TRPC6 inhibitor: inhibitors of mouse TRPC6 channel | Q61143 | HEK293-TRPC6, membrane potential dye, ACh-evoked depolarization; stronger effect = lower value | B-score at 10 µM | 310,000 compounds, 1.1% hits | AID 2553;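 active = B-score under library mean minus 3 SD, initial fluorescence not abnormally high, positive integrated signal ratio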;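 also: B-score derived from integrated fluorescence ratio over the kinetic read; more negative B-score means stronger inhibition of depolarization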
MrgX1 antag: blocks BAM8-22 activation of human MrgX1 receptor. Q96LB2. MRGX1-HEK293 calcium flux, Fluo-4, BAM8-22 antagonism; stronger effect = lower value. B-score at 10 µM. 310,000 compounds, 1.3% hits. AID 588676;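 active = calcium-response B-score plate-corrected more than 3 library SD below zero, starting fluorescence within 5 deviations, no agonist response on first addition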;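 also: peak minus trough fluorescence over baseline after final BAM8-22 challenge near maximal dose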
Target sequence (Q96LB2 whole entry, looked up): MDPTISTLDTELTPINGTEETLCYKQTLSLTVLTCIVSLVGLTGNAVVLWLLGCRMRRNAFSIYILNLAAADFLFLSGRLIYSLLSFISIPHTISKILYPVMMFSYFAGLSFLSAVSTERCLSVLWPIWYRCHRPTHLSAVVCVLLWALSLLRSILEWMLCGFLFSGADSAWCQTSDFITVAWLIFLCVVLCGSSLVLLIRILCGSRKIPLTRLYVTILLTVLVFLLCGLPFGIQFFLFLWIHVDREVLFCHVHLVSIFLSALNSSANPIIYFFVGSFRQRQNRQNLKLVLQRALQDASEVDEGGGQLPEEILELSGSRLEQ
HIF activator: HIF pathway transcriptional activation; U2OS HRE-luciferase reporter, luminescence; normalized: DMSO 0%, desferrioxamine 100%; activation, % at 7.5 µM (by protocol); 300,000 compounds, 0.32% hits; AID 1910;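 active = mean activation of at least 10% of the iron chelator positive control signal, with at least half of replicates also reaching 10%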
TRPC4 potent: allosteric potentiators of mouse TRPC4 channel; 310,000 compounds, 0.42% hits; Q9QUQ5; AID 2227; HEK293 TRPC4beta/mu-opioid, DAMGO EC20, Fluo-4 Ca2+ flux; stronger effect = higher value; B-score at 10 µM;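 active = B-score of calcium response area above 5 SD of library B-scores, with initial fluorescence ratio within 5 SD of library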;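 also: B-score of integrated fluorescence ratio over time as area under calcium response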
AI-2 QS modul: modulators of Vibrio harveyi AI-2 quorum sensing system. Vibrio harveyi JMH597 AI-2 luminescence/OD600 ratio, 9 h; stronger effect = lower value; strain lacks LuxN and CqsS sensors; 0 = neutral-control median. activity change, % at 7.5 µM. 300,000 compounds, 0.4% hits; in the data active = activity change below about -75%, passing the limit was not always enough;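 also: luminescence divided by OD600 gain over 9 h not by final OD600 alone; inactives centre near 13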
TRPC6 act: activators of mouse TRPC6 channel. HEK293-TRPC6 membrane potential dye fluorescence; stronger effect = higher value. Q61143. 310,000 compounds, 0.13% hits. B-score at 10 µM. AID 2550;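 active = B-score of the integrated fluorescence ratio above library mean plus 3 SD, and starting fluorescence ratio within library mean plus 5 SD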;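 also: higher score means more depolarization so channel activation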
MrgX1 agonist: activates human MrgX1 receptor signaling; Q96LB2; AID 588627; MrgX1-HEK293 cells, Fluo-4 calcium fluorescence, agonist mode; stronger effect = higher value; 310,000 compounds, 0.44% hits; B-score at 10 µM;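 active = calcium response B-score plate-corrected fluorescence ratio at least 3 library SD, with starting fluorescence B-score inside 5 SD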
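times = overnight plating, then 30 min 37 °C plus 30 min room-temperature dye loading | assay system = stable human MrgX1 HEK293 cell line | input = fifteen thousand cells per well | signal = kinetic calcium dye fluorescence, Fluo-4 NW | dosing = compound delivered in addition one of three | read-out = B-scored fluorescence response ratio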
MrgX1 allo act: human MrgX1 positive allosteric modulation, primary screen | 310,000 compounds, 0.63% hits | Q96LB2 | B-score at 10 µM | MrgX1-HEK293, Fluo-4 calcium flux, FDSS; stronger effect = higher value;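 active = plate-corrected calcium response at least 3 library SD above typical, normal starting fluorescence, not activating the receptor alone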;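 also: compound read alongside a low EC10 to EC30 dose of BAM8-22 agonist; peak minus trough fluorescence over baseline measured at the second addition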
PolyA inh: blocks polyadenylation in yeast reporter cells. S. cerevisiae SKY197-pL101 polyadenylation reporter, beta-gal luminescence; efflux-impaired pdr1/pdr3 knockout yeast; score 100 = 6 SD above DMSO. calls only at 12 µM. 300,000 compounds, 0.02% hits. AID 1875;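 active = lowest replicate activity score at least 50, where 100 means six control SD above control mean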;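 also: yeast exposed to compound for 9 h at 30 °C; higher score means more reporter readthrough which indicates perturbed polyadenylation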
TRPC4 inh: blocks the mouse TRPC4 cation channel | Q9QUQ5 | HEK293 TRPC4beta/mu-opioid, DAMGO-evoked Fluo4 calcium flux; stronger effect = lower value | B-score at 10 µM | 300,000 compounds, 0.39% hits | AID 2247;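 active = B-score over 3 SD under the library average, no early fluorescence shift, positive overall ratio signal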
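Assay system: TRPC4beta/mu-opioid receptor HEK293 cell line; compound dosing: single concentration per test compound; detection: Fluo4 Ca2+ flux fluorescence; evaluation: per-well B score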
TRPC4 agonist: opens the mouse TRPC4 cation channel; Q9QUQ5; HEK293 TRPC4beta/mu-opioid, Fluo4 calcium fluorescence; stronger effect = higher value; 310,000 compounds, 0.49% hits; B-score at 10 µM;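 active = B-score above 5 SD of library B-scores, and initial fluorescence ratio not above library mean plus 5 SD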;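 also: positive B-score marks a calcium rise read as TRPC4 activation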
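Material: TRPC4beta and mu-opioid receptor HEK293 stable cells | Incubation: 45 min room-temperature Fluo4 loading, 110 s read | Detection: Kinetic Fluo4 calcium fluorescence | Measure: Integrated baseline-normalised fluorescence ratio, converted to per-well B score | Benchmarks: Low control buffer alone, high control maximal DAMGO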
* = called active by the depositor; i = inactive; · = no result given.

SMILES	TRPC6 inhibitor	MrgX1 antag	HIF activator	TRPC4 potent	AI-2 QS modul	TRPC6 act	MrgX1 agonist	MrgX1 allo act	PolyA inh	TRPC4 inh	TRPC4 agonist
NS(=O)(=O)c1ccc(CCNC(=O)COC(=O)CCSc2ccc(Cl)cc2)cc1	i	i	-0.2	i	20	i	i	i	i	i	i
O=C(NCc1cccc(C(F)(F)F)c1)C1CCC(=O)N(C2CCCCCC2)C1 (stereo not drawn)	i	i	0.5	i	7	i	i	i	i	i	i
Clc1cccc(Oc2ncc(CN3CCOCC3)s2)c1	i	i	0.8	i	13	i	i	i	i	i	i
CCN(CC(=O)NCc1cccs1)C(=O)c1ccc(NS(=O)(=O)c2cccc([N+](=O)[O-])c2)cc1	i	i	0.4	i	3	i	i	i	i	i	i
CN(C)c1ccc(NC(=O)c2cccc(N3C(=O)C4C5C=CC(C5)C4C3=O)c2)cc1 (stereo not drawn)	i	i	-0.6	i	26	i	i	i	i	i	i
CCC(CC)C(=O)N1c2ccc(F)cc2CCC1C (stereo not drawn)	i	i	0.9	i	24	i	i	i	i	i	i
CN(C)c1ccc(/C=N/NC(=O)CCCCCNC(=O)c2ccccc2)cc1	i	i	0.7	i	1	i	i	i	i	i	i
CSc1ccccc1C(=O)Nc1ccc2c(c1)OCO2	i	i	0.2	i	28	i	i	i	i	i	i
CCCCNC(=O)C1CCN(S(=O)(=O)c2ccc3c(c2)CC(C)N3C(=O)C2CC2)CC1 (stereo not drawn)	i	i	-0.3	i	10	i	i	i	i	i	i
COc1ccc(CNC(=O)COc2ccc(F)cc2)cc1	i	i	0.0	i	-42	i	i	i	i	i	i
CCc1ccc(NC(=O)CSc2nnc(-c3cccs3)n2CC)cc1	i	i	0.7	i	-5	i	i	i	i	i	i
O=C(c1ccc2c(c1)OCO2)N1CCN(S(=O)(=O)c2ccccc2)CC1	i	i	-0.2	i	12	i	i	i	i	i	i

By substructure, the entries above containing a Cl atom
SMILES	TRPC6 inhibitor	MrgX1 antag	HIF activator	TRPC4 potent	AI-2 QS modul	TRPC6 act	MrgX1 agonist	MrgX1 allo act	PolyA inh	TRPC4 inh	TRPC4 agonist
NS(=O)(=O)c1ccc(CCNC(=O)COC(=O)CCSc2ccc(Cl)cc2)cc1	i	i	-0.2	i	20	i	i	i	i	i	i
Clc1cccc(Oc2ncc(CN3CCOCC3)s2)c1	i	i	0.8	i	13	i	i	i	i	i	i

Next records follow.
SMILES	TRPC6 inhibitor	MrgX1 antag	HIF activator	TRPC4 potent	AI-2 QS modul	TRPC6 act	MrgX1 agonist	MrgX1 allo act	PolyA inh	TRPC4 inh	TRPC4 agonist
Fc1cccc(Cl)c1CSc1ccc2nnc(-c3ccccn3)n2n1	i	i	-0.2	i	23	i	i	i	i	i	i
CC(C)[C@H](NS(=O)(=O)c1ccccc1)C(=O)OCC(=O)Nc1ccccc1Sc1ccccc1	i	-6.4*	-1.6	i	9	i	i	i	i	i	i
COc1ccc(S(=O)(=O)n2ccc(-c3cnc(-c4ccccc4)s3)n2)cc1	i	i	3.4	i	44	i	i	i	i	i	i
Cc1ccccc1Nc1nc(-c2sc(NC(=O)c3ccccc3)nc2C)cs1	i	i	0.9	i	16	i	i	i	i	i	i
O=C(CSc1ccc(-c2ccccc2)nn1)N1CCCCC1	i	i	2.3	i	31	i	i	i	i	i	i
Cc1cc(=O)oc2cc(OCC(=O)OCC(=O)N(CCC#N)c3ccccc3)ccc12	i	i	-0.6	i	29	i	i	i	i	i	i
O=C(CN1C(=O)COc2ccc(Cl)cc21)Nc1ccc(N2CCOCC2)cc1	i	i	0.2	i	12	i	i	i	i	i	i
COC(=O)C(Cc1ccccc1)NC(=O)CCC(=O)NC(C)CCc1ccccc1 (stereo not drawn)	i	i	-4.1	i	14	i	i	i	i	i	i
Cc1cccc(CNC(=O)CCc2nnc(C3CCCCC3)o2)c1	i	i	-0.2	i	19	i	i	i	i	i	i
Cc1cc(NC(=O)CCC(=O)N(CC(C)C)C(C(=O)NC(C)(C)C)c2ccccc2Cl)no1 (stereo not drawn)	i	i	0.8	i	13	i	i	i	i	i	i
CC1CCN(C(=O)/C(=C/c2ccccc2Cl)c2ccccc2)CC1	i	i	1.1	i	14	i	i	i	i	i	i
CC(C)CCN(N=O)[C@@H](Cc1ccccc1)CN(N=O)[C@@H](Cc1ccccc1)CN(C)N=O	i	i	-0.8	i	-4	i	i	i	i	i	i
O=C(NCc1nc2ccccc2[nH]1)C1=C[C@H](c2ccc3c(c2)OCO3)C[C@H](OCCCCO)O1	i	i	-0.1	i	-9	i	i	i	i	i	i
Cc1oc(C(=O)Nc2ccc(C(=O)O)cc2)cc1COc1ccccc1	i	i	-0.4	i	-12	i	i	i	i	i	i
CCOC(=O)c1ccc(NC(=O)C2C3CCC(C3)C2C(=O)O)cc1 (stereo not drawn)	i	i	1.4	i	17	i	i	i	i	i	i
Nc1nc2ccc(-c3nc4ccccc4o3)cc2s1	i	i	1.3	i	16	i	i	i	i	i	i
Cc1nc2nc(C)c(NS(=O)(=O)c3ccc(C4CCCCC4)cc3)c(=O)n2[nH]1	i	i	-0.1	i	14	i	i	i	i	i	i
CCN(CC1CCCO1)C(=O)c1cc(COc2ccccc2SC)on1 (stereo not drawn)	i	i	0.4	i	14	i	i	i	i	i	i
S=C1NC2(CCCC2)N=C1c1ccccc1	i	i	-0.4	i	11	i	i	i	i	i	i
O=C(NC(=S)Nc1cccc2c(O)cccc12)c1cccc(Br)c1	i	i	-0.2	i	11	i	i	i	i	i	i
CSc1ccccc1NC(=O)CCn1c(=O)oc2ccccc21	i	i	0.0	i	9	i	i	i	i	i	i
CCCCn1c(N)c(N(CCOC)C(=O)COC(=O)COc2cccc(C(C)=O)c2)c(=O)[nH]c1=O	i	i	-1.7	i	33	i	i	i	i	i	i
CC(C)OCCCN1CN(S(=O)(=O)c2cccc(Cl)c2)c2nc3ccccc3nc21	-5.1*	i	0.2	i	3	i	i	i	i	i	i
COc1cc([N+](=O)[O-])cc(/C=N/NC(=O)c2cc(-c3ccccc3)nc3ccccc23)c1O	i	i	4.2	i	-8	i	i	10*	i	i	i
O=C(O)CSc1nnc(Cn2nnc3ccccc32)n1CCc1ccccc1	i	i	-0.7	i	15	i	i	i	i	i	i
CC(=O)c1ccc(NC(=O)CSc2cn[nH]n2)cc1	i	i	-0.4	i	26	i	i	i	i	i	i
CCCCNC(=O)c1onc(CCl)c1C(=O)OC	i	i	2.0	i	17	i	i	i	i	i	i
O=C(c1ccc(NS(=O)(=O)/C=C/c2ccccc2)cc1)N1CCCCC1	i	i	0.1	i	7	i	i	i	i	i	i
COc1cc(O)c2c(c1)OC(c1ccc(O)cc1)CC2=O (stereo not drawn)	i	i	-0.3	i	6	i	i	i	·	i	i
O=[N+]([O-])c1ccc(N2CCOCC2)cc1NC(c1ccccc1)c1ccccc1	i	i	-0.2	i	19	i	i	i	i	i	i
COc1ccccc1N=Nc1ccc(N)c(C)c1	i	i	-12	i	24	i	i	i	i	i	i
CCOC(=O)NC(=O)/C(C#N)=C\Nc1ccc(Cl)cc1Cl	i	i	2.6	i	23	i	i	i	i	i	i
Cc1ccc(Cc2c(C)nc3nc(SCC(=O)NCc4ccco4)nn3c2C)cc1	i	i	3.8	i	-5	i	i	i	i	i	i
CC(C(=O)N1CCCCCC1)c1ccc([N+](=O)[O-])cc1 (stereo not drawn)	i	i	-0.2	i	-2	i	i	i	i	i	i
Cc1ccc(C(C)C)c(OCCNS(C)(=O)=O)c1	i	i	-0.5	i	4	i	i	i	i	i	i
Cn1c(=O)oc2ccc(C(=O)CSc3nnnn3-c3ccccc3)cc21	i	i	0.4	·	49	i	i	i	·	·	·
Cn1c(=O)c2c(ncn2CC(=O)OCC(=O)c2ccc(Cl)cc2)n(C)c1=O	i	i	0.3	i	29	i	i	i	i	i	i
O=C(COc1ccc(Cl)cc1)NCCS(=O)(=O)N1CCN(c2ccc(F)cc2)CC1	i	i	0.2	i	11	i	i	i	i	i	i
O=C(Nc1ccccc1)N1CCN(c2ccc(F)cc2)CC1	i	i	-1.1	i	5	i	i	i	i	i	i
Cc1nc(-c2ccccc2)sc1C(=O)Nc1ccccc1F	i	i	1.3	i	19	i	i	i	i	i	i
COc1ccc(C(=O)N(C)CC(=O)Nc2cccc(F)c2)cc1S(=O)(=O)NC1CCCC1	i	i	0.1	i	13	i	i	i	i	i	i
COc1ccc(NC(=S)NNc2ccc(C(=O)O)cc2)cc1	i	i	-34	i	9	i	i	i	·	i	i
COc1ccc(NC(=O)CCc2nnc3ccc(NCc4ccco4)nn23)cc1OC	i	i	-0.4	i	40	i	i	i	i	i	i
O=C1C=C(c2ccc3c(c2)OCO3)CCC1	i	i	0.5	i	12	i	i	i	i	i	i
CC(/C=N/NC(=O)Cc1cccs1)=C\c1ccco1	i	i	1.4	i	13	i	i	i	i	i	i
CC1(OC(=O)CCc2ccccc2)C(=O)C=C2C=C(c3ccc(C#N)cc3)N(C(CO)CO)C=C2C1=O (stereo not drawn)	i	i	1.2	i	25	i	i	i	i	i	i
CCc1nnc(NC(=O)CSc2nnc(C(C)NC(=O)c3ccccc3)n2C)s1 (stereo not drawn)	i	i	2.3	i	23	i	i	i	i	i	i
Cc1ccc(C(=O)ONc2ccc(N=O)cc2)cc1	i	i	0.2	i	29	i	i	i	i	i	i
CNCc1sccc1C	i	i	-0.2	i	-9	i	i	i	i	i	i
C#CCNC(=O)C1=C[C@@H](c2ccc(C(F)(F)F)cc2)C[C@@H](OCCCCO)O1	i	i	0.3	i	20	i	i	i	i	i	i
C/C=C/C(O)c1ccc2ccccc2c1 (stereo not drawn)	i	i	0.3	i	0	i	i	i	i	i	i
CC(=O)c1ccc(OCCOc2ccc(Cl)c3cccnc23)cc1	i	i	-1.0	i	37	i	i	i	i	i	i
Cc1ccc(-c2csc(=S)n2CC(=O)OCC(=O)NCc2ccc(F)cc2)cc1	i	i	0.4	i	8	i	i	i	i	i	i
CCCC[C@@H]1CNCCN1CC1(c2ccccc2)CC1	i	i	0.9	i	15	i	i	i	i	i	i

These rows are one share of the data (hit frequency here may not be typical).
